Screening results from PubChem.
MIN6 prolif: inducers of MIN6 beta-cell proliferation, primary screen, ATP luminescence, uHTS; MIN6 cells proliferation, ATPlite luminescence, 48 h; cells starved in 0.2% serum; 100% = growth in 10% serum; proliferation, % at 10 µM; hit rate 0.29% among 330,000;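 active = compounds whose signal lies at least 3.5 SD above the mean of all wells on their plate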;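 also: 0% = DMSO-treated cells in low-serum medium and 100% = 10% serum control; some compounds called inactive have numbers as strong as hits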
mIAP act: activators of mouse IAP, primary screen, biochemical, luminescence, uHTS; intestinal alkaline phosphatase [Mus musculus]; muIAP, CDP-Star luminescence, 30 min; active compounds read high; 1 = vehicle-only enzyme signal, 0 = enzyme-free wells; activation factor at 10 µM; hit rate 0.24% among 330,000;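 active = activation factor of at least 2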; also: the source names both 10 and 20 µM as test concentration; values of inactives mirror those of a sister screen read the other way
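also added = chemiluminescent substrate CDP-Star | test system = mouse IAP enzyme | signal = chemiluminescence readout | compound = DMSO-dissolved test compounds | incubation = 30 min at room temperature | benchmarks = DMSO wells, no-enzyme wells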
NLRP3 yeast inh: NALP3 inflammasome inhibitors in reconstituted yeast, primary screen, luminescence, uHTS. Yeast reconstituted NLRP3/ASC/caspase-1, beta-gal luminescence, 24 h. inhibition, % at 10 µM. hit rate 0.39% among 330,000;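 active = inhibition of 50% or more; inactive = inhibition below 50%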;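 also: plate controls were induced DMSO wells for no effect and uninduced yeast grown without galactose for full effect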
hIAP inh: human IAP inhibitors, primary screen, biochemical, luminescence, uHTS | Intestinal-type alkaline phosphatase (Homo sapiens), P09923 | purified IAP, CDP-Star luminescence, 30 min | inhibition, % at 10 µM | hit rate 0.12% among 330,000 | AID 2544, 2010;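 active = inhibition reaching a set limit with compound at 10 µM in the primary screen, cut at about 35% in these data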;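 also: plate controls were DMSO wells with enzyme for no effect and no-enzyme buffer wells for full effect; values of inactives mirror those of a sister screen read the other way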
hIAP act: human IAP activators, primary screen, biochemical, luminescence, uHTS; activation factor at 10 µM; Intestinal-type alkaline phosphatase (Homo sapiens), P09923; purified human IAP, CDP-Star luminescence, 30 min; active compounds read high; 1 = vehicle-only enzyme, 0 = enzyme-free background; hit rate 0.16% among 330,000;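 active = activation factor of the enzyme at least 2-fold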; also: the source names both 10 and 20 µM as test concentration; values of inactives mirror those of a sister screen read the other way
APOBEC3G inh: APOBEC3G DNA deaminase inhibitors, primary screen, biochemical, fluorescence, single-stranded DNA substrate, uHTS; hit rate 0.28% among 330,000; inhibition, % at 20 µM; DNA dC->dU-editing enzyme APOBEC-3G (Homo sapiens), Q9HC16; AID 493012, 2011; recombinant A3G, ssDNA deamination FAM/TAMRA fluorescence;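 active = inhibition of at least 40% at 20 µM, with no more than 30% in the related APOBEC3A deaminase screen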;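 also: plate controls were DMSO wells with A3G for no effect and wells lacking A3G enzyme for full effect; some compounds called inactive have numbers as strong as hits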
Target sequence (Q9HC16 whole entry, looked up): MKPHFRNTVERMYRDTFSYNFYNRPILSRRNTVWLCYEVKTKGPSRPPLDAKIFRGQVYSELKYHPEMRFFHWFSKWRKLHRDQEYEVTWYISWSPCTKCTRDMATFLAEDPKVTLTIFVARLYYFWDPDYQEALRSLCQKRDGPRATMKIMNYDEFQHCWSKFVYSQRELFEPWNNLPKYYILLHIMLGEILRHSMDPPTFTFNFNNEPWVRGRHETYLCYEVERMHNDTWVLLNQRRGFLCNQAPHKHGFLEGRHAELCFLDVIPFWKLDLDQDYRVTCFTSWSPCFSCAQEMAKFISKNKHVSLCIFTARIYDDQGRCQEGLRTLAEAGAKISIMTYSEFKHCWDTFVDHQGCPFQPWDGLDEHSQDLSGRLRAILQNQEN
SENP1 inh: human SENP1 catalytic domain inhibitors, primary screen, biochemical, FRET, uHTS; inhibition, % at 10 µM; recombinant SENP1 catalytic domain, CyPet-SUMO1-YPet FRET cleavage; hit rate 0.21% among 360,000;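 active = inhibition at least 30% at 10 µM, raw YFP signal under a set limit, fluorescence ratio 0.5 to 1.5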;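 also: 0% = enzyme with DMSO and 100% = no enzyme wells; some results filed as inactive read as strong as hits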
Target sequence (Q9P0U3 419-644 limits assumed): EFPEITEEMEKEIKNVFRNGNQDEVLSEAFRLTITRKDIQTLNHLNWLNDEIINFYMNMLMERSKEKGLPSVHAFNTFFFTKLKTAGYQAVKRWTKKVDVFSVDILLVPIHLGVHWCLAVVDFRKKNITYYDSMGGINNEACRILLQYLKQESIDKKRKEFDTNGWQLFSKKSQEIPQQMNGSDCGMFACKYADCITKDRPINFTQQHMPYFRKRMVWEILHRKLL
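Test system: recombinant human SENP1 catalytic domain, His6-tagged / Medium: pH 8 Tris buffer with EDTA, NaCl, BME, BSA, NP40, catalase / Also added: SUMO1 FRET substrate flanked by Cypet and Ypet, 25 nM / Times: 50 min reaction at room temperature / Signal: FRET, CFP and YFP emission / Control set: no-enzyme low control and enzyme-plus-DMSO high control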
APOBEC3A inh: APOBEC3A ssDNA deaminase inhibitors, primary screen, selectivity assay for APOBEC3G inhibitor project, biochemical, FAM/TAMRA oligo cleavage fluorescence. DNA dC->dU-editing enzyme APOBEC-3A (Homo sapiens), P31941. recombinant A3A, FAM/TAMRA ssDNA deamination fluorescence. inhibition, % at 20 µM. hit rate 0.41% among 330,000;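 active = at least 40% inhibition at 20 µM here, with at most 30% in a related deaminase screen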;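 also: plate controls were A3A with DMSO for no effect and wells lacking A3A enzyme for full effect; some results filed as inactive read as strong as hits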
Target sequence (P31941 whole entry, looked up): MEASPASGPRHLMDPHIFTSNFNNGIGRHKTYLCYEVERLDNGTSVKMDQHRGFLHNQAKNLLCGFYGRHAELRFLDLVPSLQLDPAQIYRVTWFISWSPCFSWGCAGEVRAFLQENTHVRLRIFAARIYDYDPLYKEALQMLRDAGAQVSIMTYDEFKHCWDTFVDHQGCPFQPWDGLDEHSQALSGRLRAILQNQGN
mIAP inh: inhibitors of mouse IAP, primary screen, biochemical, luminescence, uHTS | hit rate 0.2% among 330,000 | purified mouse IAP, CDP-Star luminescence, 30 min | inhibition, % at 10 µM | intestinal alkaline phosphatase [Mus musculus];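 active = inhibition of at least 40% at 10 µM in the primary screen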;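 also: plate controls were DMSO with enzyme for no effect and no enzyme wells for full effect; values of inactives mirror those of a sister screen read the other way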
An asterisk follows results filed as active; / = no result given; & = joins results of further samples. The list is partial (hit frequency here may not be typical).

Values run as follows: MIN6 prolif	mIAP act	NLRP3 yeast inh	hIAP inh	hIAP act	APOBEC3G inh	SENP1 inh	APOBEC3A inh	mIAP inh
- O=C(c1cc(-c2ccncc2)nc2ccc(Cl)cc12)N1CCN(Cc2ccc3c(c2)OCO3)CC1
    -1	0.93	-4	-4	1	-14	-2	0	7
- FC(F)(F)c1cccc(-c2ccc(/C=N/Nc3nncc(-c4ccccc4)n3)o2)c1
    -3	0.86	8	-3	1	-8	3	0	14
- COc1ccc(Cl)cc1NC(=O)CCN1CCN(C)CC1
    -4	0.96	16	13	0.87	-3	1	0	4
- Nc1nc(-c2ccccc2)nn1C(=O)c1ccco1
    1	0.89	8	8	0.92	-14	1	1	11
- Cc1cc(C)cc(NS(=O)(=O)Cc2ccccc2)c1
    -4	0.98	30	11	0.89	-7	2	3	2
- Cc1cccc(C(=O)NNC(=O)c2cccc(C)c2)c1
    -1	0.8	-2	5	0.95	1	2	0	20
- COc1ccc(NC(=O)CCCNC(=O)Cn2cnc3sc4c(c3c2=O)CCCC4)cc1OC
    3	0.97	8	-5	1.1	-12	0	-7	2
- CC1(C(=O)NCCCNc2ncc(C(F)(F)F)cc2Cl)C=CC2(CCCCC2)N1C(=O)c1ccccc1 (stereo not given)
    -6	1.1	1	10	0.9	0	/	1	-6
- CCC(=O)N1N=C(c2ccc(NS(=O)(=O)CC)cc2)CC1c1ccc(C)cc1 (stereo not given)
    -1	0.9	17	-24	1.2	-10	-2	0	10
- CCC(=O)N1CC23C=CC(CC2CC12CCCCC2)O3 (stereo not given)
    1	1	-7	11	0.89	-4	0	-3	0
- O=C(CN(c1ccccc1)S(=O)(=O)c1ccccc1)NCCSc1ccccn1
    -4	1	3	3	0.97	-1	2	1	-5
- Cc1ccc(N(CC(=O)NC2CCCC2)C(=O)CNC(=O)c2cccs2)cc1F
    0	1.1	15	-6	1.1	-9	1	-2	-6
- Cn1c(SCc2nnc(-c3ccccc3Br)o2)nc2sc3c(c2c1=O)CCC3
    -2	0.84	3	3	0.97	-8	-2	-3	16
- CCN1CCN(Cc2ccc(NC(=O)c3cc(NC(=O)c4cc5cccc(OC)c5o4)cc(OC)c3)cc2C(F)(F)F)CC1
    -7	0.98	-1	-8	1.1	-11	-1&1	-5	2
- CCOC(=O)C1CCN(C(=O)COc2ccc3c(c2)OCO3)CC1
    0	0.96	-1	-4	1	-9	-1	-1	4
- COc1ccc(C(=O)NC(C)c2ccncc2)cc1S(=O)(=O)N(C)Cc1ccccc1 (stereo not given)
    2	1.1	18	25	0.75	-7	-1	0	-10
- COc1ccc2nc(C)cc(Nc3ccc(C)cc3)c2c1
    -2	0.97	18	-5	1.1	1	0	2	3
- COc1ccc(CN=Cc2c(C(=O)O)[nH]c3ccccc23)cc1
    0	0.96	42	-3	1	-3	3	2	4
- O=c1cc(-c2ccccc2)[nH]n1-c1ccc([N+](=O)[O-])cc1
    -6	0.85	19	-6	1.1	0	-1	1	15
- CCOC(=O)C1=CNS(=O)(=O)NC1CCc1ccccc1 (stereo not given)
    /	1.1	/	/	/	-1	0	-2	-6
- CCOc1ccc(S(=O)(=O)NCCC(=O)N2CC(C)OC(C)C2)cc1 (stereo not given)
    0	0.96	2	2	0.97	-6	-1	2	4
- CCC1CCCCN1CCCNC(=O)c1ccc2nc(N3CCCCC3)sc2c1 (stereo not given)
    -3	1.1	15	-36	1.4	1	-8	2	-9
- CCOc1ccc(S(=O)(=O)N2CCCCC2)cc1NC(=O)Cc1cccc(C(F)(F)F)c1
    -6	1.3	14	-21	1.2	15	0	8	-25
- Cn1cnnc1SCC(=O)c1ccc2c(c1)CCCC2
    -2	1.1	18	-26	1.3	-3	1	4	-8
- CC1(C(=O)CSc2nc3ccccc3[nH]2)CCC(=O)O1 (stereo not given)
    -2	0.99	7	6	0.94	-6	-1	-1	1
- O=C(N/N=C(\c1ccccc1)c1cccnc1)c1ccc(O)cc1
    4	0.95	9	13	0.87	-2	-2	-2	5
- COc1ccc(S(=O)(=O)N(C)C[C@H]2Oc3ccc(NS(=O)(=O)c4cn(C)cn4)cc3C(=O)N([C@H](C)CO)C[C@@H]2C)cc1
    -1	1.1	22	-1	1	-1	1	0	-5
- O=S(=O)(Nc1cccc(S(=O)(=O)N2CCCC2)c1)c1ccccc1F
    -2	0.97	8	0	1	-7	0	-5	3
- O=C(CCCN1CCN(c2ccccn2)CC1)c1ccc(F)cc1
    8	1	26	8	0.92	-4	2	-4	-2
- O=C(O)CCc1ccc(-c2cccs2)n1NC(=O)c1ccc(O)cc1
    0	0.84	10	-3	1	-5	-10	-2	16

Continued.
Values run as follows: MIN6 prolif	mIAP act	NLRP3 yeast inh	hIAP inh	hIAP act	APOBEC3G inh	SENP1 inh	APOBEC3A inh	mIAP inh
- O=C(Cc1cc(=O)[nH][nH]1)N/N=C/c1ccccc1Cl
    -1	0.95	4	5	0.95	0	/	2	5
- CC(C)CNC(=O)C(=O)Nc1ccc(N(C)C)cc1
    -3	1.1	12	0	1	5	1	0	-7
- CCOC(=O)[C@H]1[C@H]2COc3ccccc3[C@@H]2N2C(=O)c3ccccc3NC(=O)[C@@]12C
    1	1.1	13	2	0.98	-9	-1	-3	-8
- CCOc1ccc(N2CC(C(=O)NC3CCSC3=O)CC2=O)cc1 (stereo not given)
    0	1	39	6	0.94	-6	1	-3	0
- N#CC(c1cccc(Cl)c1)c1ncc(C(F)(F)F)cc1Cl (stereo not given)
    0	0.95	-27	8	0.92	-2	-2	-1	5
- CN(Cc1cccs1)C(=O)COc1ccc(-c2nnco2)cc1
    -3	0.93	15	2	0.98	-4	0	0	7
- c1ccc(CNc2ncnc3nc[nH]c23)cc1
    3	0.83	13	-40	1.4	-4	0	-1	17
- O=C(CNS(=O)(=O)c1ccc2ccccc2c1)NCCc1ccccn1
    -1	0.97	-16	21	0.79	-4	-3	1	2
- COc1ccc(S(=O)(=O)NN(C)c2nc(C(F)(F)F)nc3ccccc23)cc1
    5	1.2	18	-12	1.1	0	0	0	-17
- O=C1N[C@@H](Cc2cnc[nH]2)C(=O)N2CCC[C@@H]12
    -4	0.95	7	0	1	-1	-1	-1	5
- CCCn1c(N)c(C(=O)COC(=O)CCS(=O)(=O)c2ccc(C)cc2)c(=O)[nH]c1=O
    -4	1	10	-38	1.4	-3	-1	-3	-2
- CC(=O)OCC1=C(C(=O)O)N2C(=O)C(NC(=O)c3ccc(F)cc3)C2SC1 (stereo not given)
    -2	0.95	9	4	0.96	0	1	6	5
- COC(=O)Cc1c(C)nc2nc(NCc3ccc(Cl)cc3)[nH]n2c1=O
    0	1	11	-16	1.2	-4	1	-1	-3
- CN1CCN(CC(=O)Nc2ccc(Oc3ccccc3)cc2)CC1
    -3	0.98	-1	5	0.95	-8	7	-4	2
- CCc1ccccc1NC(=O)CN1C(=O)c2ccccc2S1(=O)=O
    1	1	5	-9	1.1	-4	0	-3	-1
- O=C(COC(=O)c1ccccc1)Nc1ncc([N+](=O)[O-])s1
    0	0.33	24	-1	1	77	-16	81	67*
- O=C(CN1CCN(Cc2ccccc2Cl)C1=O)NCCCN1CCOCC1
    -1	0.94	-4	1	0.99	-6	1	0	6
- O=C(NCc1ccco1)c1ccc2c(=O)n(-c3ccccc3)c(=O)n(Cc3cccc(F)c3)c2c1
    8	0.91	2	-20	1.2	-1	-2	5	9
- O=C(O)c1ccc(C(=O)c2ccc3c(c2)C(=O)N(CCO)C3=O)cc1
    0	1.3	-6	-14	1.1	-4	3	-8	-26
- Cc1nnc(NC(=O)CSc2nnc(C)n2-c2ccc(F)cc2)s1
    -2	0.99	15	-11	1.1	-11	-1	0	1
- CN(CCCNC(=O)c1cccn2c(=O)c3ccccc3nc12)Cc1ccccc1
    -6	0.94	9	16	0.84	-3	-24	7	6
- Cc1cccc(N2CCN(C(=O)c3cccc(S(=O)(=O)N4CCOCC4)c3)CC2)c1C
    -1	1	3	-1	1	-7	0	-2	-3
- CC(=O)O[C@H]1C(=O)[C@@]2(C)[C@H]([C@H](OC(=O)c3ccccc3)[C@]3(O)C[C@H](OC(=O)[C@H](O)[C@@H](NC(=O)c4ccccc4)c4ccccc4)C(C)=C1C3(C)C)[C@]1(OC(C)=O)CO[C@@H]1C[C@@H]2O
    -7	1.4	18	9	0.91	-5	2	4	-42
- COc1ccc(CNc2nc(=S)[nH]c3cc(OC)c(OC)cc23)cc1
    -1	1	26	-7	1.1	-2	-2	4	-2
- CNCC(=O)Nc1c(C)n[nH]c1C
    0	1	0	7	0.93	-7	-2	1	-2
- COc1ccccc1N1CCN(C(=O)Cn2nc3n(C)c4ccccc4n3c(=O)c2=O)CC1
    -2	1	7	6	0.94	-4	/	0	-1
- CCCN1C(=O)CC(Sc2ncccc2C(=O)O)C1=O (stereo not given)
    3	1.1	1	-5	1.1	-5	3	-7	-12
- CCOc1ccc(-c2nnc3ccc(SC(C)C)nn23)cc1
    -4	0.98	34	-11	1.1	-11	1	-1	2
- Cc1nnc(SCc2nc3sc(C(=O)O)c(C)c3c(=O)[nH]2)s1
    0	0.9	-1	-12	1.1	9	9	14	10
- COc1ccccc1CNC(=O)c1ccc(-c2ccccc2)cc1
    5	1	20	13	0.87	0	-2	19	-5

More structures
Values run as follows: MIN6 prolif	mIAP act	NLRP3 yeast inh	hIAP inh	hIAP act	APOBEC3G inh	SENP1 inh	APOBEC3A inh	mIAP inh
- O=C(NCc1ccccc1)c1ccccc1C(=O)c1ncc[nH]1
    1	1	12	-13	1.1	-4	2	6	-1
- COc1ccc(CCn2nnnc2C(CC(C)C)N2CCC(C(N)=O)CC2)cc1OC (stereo not given)
    0	0.92	11	3	0.97	-1	-1	-2	8
- O=C(O)c1ccccc1Nc1ccc([N+](=O)[O-])c2nonc12
    1	0.89	19	14	0.86	-1	15	0	11
- CCOC(=O)c1c(NC(=O)CSc2nnc(CNC(=O)c3ccco3)n2C)sc2c1CCC2
    2	0.95	0	3	0.97	-7	-2	-6	5
- Cc1ccc(-c2csc(N3CCC(C(N)=O)(N4CCCCC4)CC3)n2)cc1
    -1	0.84	17	0	1	-2	3	-1	16
- Cc1ccc(SCC(=O)NC2CCCCCC2)cc1
    -1	1.1	34	-26	1.3	14	1	-4	-6
- Cn1c(SCCCC(=O)c2ccc(F)cc2)nnc1-c1ccncc1
    4	0.92	-9	-9	1.1	-15	-2	-6	8
